All columns: NCI-60 one-dose screen, growth in % after 48 h at 10 µM unless noted; 100 = growth as untreated, 0 = no growth, -100 = all killed.
K-562: K-562 leukemia. 7.4% of 78,000 active. AID 1794777
HOP-62: HOP-62 NSCLC | 3.9% of 80,000 active | AID 1794735
MDA-MB-435: MDA-MB-435 melanoma; 7.8% of 82,000 active
CCRF-CEM: CCRF-CEM leukemia; 7% of 77,000 active; AID 1794778
HOP-92: HOP-92 NSCLC cells. AID 1794738. 6.3% of 71,000 active
RPMI-8226: RPMI-8226 leukemia cells | 7.5% of 77,000 active | AID 1794781
MOLT-4: MOLT-4 leukemia cells; 6.9% of 80,000 active; AID 1794779
SR: SR leukemia cells | 8.7% of 73,000 active | AID 1794780
Starred values were filed as active, the others as inactive; . = no result given. The calls were made as follows: active = growth percent below 10; inactive = the rest.

1. CC(C)=C[C@@H]1CC2Cc3ccccc3N1O2 (stereo not given in full)
2. COc1cc2cc(COc3nccc(-c4ccc(Cl)cc4)n3)c(=O)[nH]c2cc1OC
3. Cn1c(=O)c2ncn(C)c2n(C)c1=O
4. CCOC(=O)c1cc(OCC)c2c(ccc3ccccc32)n1
5. O=C1CCn2c1c(O)c1ccccc1c2=O
entry no.	1	2	3	4	5
K-562	103	.	100	106	130
HOP-62	102	88	111	109	.
MDA-MB-435	101	66	106	99	100
CCRF-CEM	102	-20*	91	105	100
HOP-92	.	70	90	.	95
RPMI-8226	109	-28*	.	106	.
MOLT-4	105	42	90	104	106
SR	103	.	85	117	95

6. COc1ccc(/C=C2\SC(=Nc3cc(C)[nH]n3)NC2=O)cc1
7. CCCCCCCCn1c2ccccc2c2c3c(c4c5cc(OC)ccc5oc4c21)C(=O)NC3=O
8. O=C(NNC(=O)c1ccc2ccccc2c1)c1cccc(Br)c1
9. O=C(Nc1cccc2c1[nH]c(=O)c1ccccc12)C(F)(F)F
10. Fc1ccc([I+]c2ccc(F)cc2)cc1
entry no.	6	7	8	9	10
K-562	101	98	107	110	43
HOP-62	85	107	113	82	79
MDA-MB-435	92	96	100	105	75
CCRF-CEM	87	102	102	88	48
HOP-92	69	98	90	103	68
RPMI-8226	88	96	.	92	42
MOLT-4	94	102	105	101	55
SR	82	98	104	121	39

11. Cc1ccc(-n2c3c(c(-c4ccccc4)c2-c2ccccc2)C2=NCCN2C=N3)cc1
12. C=C[C@]1(C)CC2=C(C[C@@H]1O)[C@@]1(C)C(CC2=O)C(C)(C)CC[C@H]1O (stereo not given in full)
13. COc1ccc(NC(=O)COc2ccc(/C=N/Nc3nc4ccccc4s3)cc2)cc1
14. CC(=O)NCCSC(=O)CCCCC(=O)SCCNC(C)=O
15. NC1=C(/C(N)=N/O)C(c2ccccc2)c2ccc3ccccc3c2O1 (stereo not given)
entry no.	11	12	13	14	15
K-562	64	83	89	104	13
HOP-62	98	92	92	.	26
MDA-MB-435	98	114	98	106	-56*
CCRF-CEM	99	95	112	111	14
HOP-92	87	.	121	93	30
RPMI-8226	78	99	94	112	19
MOLT-4	93	70	103	109	27
SR	80	76	.	110	35

16. N#CS/C=C/SC#N
17. COC(=O)[C@@H](NS(=O)(=O)N(c1ccc(F)cc1)C1CCN(C(=O)OC(C)(C)C)CC1)C(C)C
18. O=S(=O)(O)c1cccc2ccc(O)cc12
19. COc1ccccc1N1CCCCC1
20. COc1ccc(NCc2cccn2Cc2ccc(F)cc2)cc1
entry no.	16	17	18	19	20
K-562	94	104	100	94	86
HOP-62	.	104	.	90	98
MDA-MB-435	108	109	116	112	101
CCRF-CEM	109	111	100	108	95
HOP-92	100	86	90	104	97
RPMI-8226	113	110	108	101	99
MOLT-4	95	99	105	100	96
SR	109	.	101	112	91

21. CCOC(=O)N1C/C(=C/c2ccc(OC)cc2)C(=O)/C(=C/c2ccc(OC)cc2)C1
22. Nc1cccnc1N
23. Cc1cc(C(O)CN(CCC(C)C)CCC(C)C)cc2c1ccc1cc(C(C)C)ccc12 (stereo not given)
24. CN(C)c1nc(NCCNS(=O)(=O)c2ccc(C3=Nc4c(N)nc(N)nc4NC(c4ccccc4)C3)cc2)nc(N2CCOCC2)n1 (stereo not given)
25. CCCCSc1nc2c([nH]1)c(=S)n(C)c(=O)n2C
entry no.	21	22	23	24	25
K-562	-2.2*	107	79	70	104
HOP-62	29	113	.	88	108
MDA-MB-435	-33*	106	98	89	.
CCRF-CEM	6.4*	.	92	94	84
HOP-92	.	83	79	55	79
RPMI-8226	-15*	99	86	39	93
MOLT-4	27	109	83	52	120
SR	-17*	104	51	65	102

26. C1=CC2C(C1)C1CC(OCCOC3CC4CC3C3C=CCC43)C2C1 (stereo not given)
27. O=C(/C(=C/c1ccco1)Cc1nc2ccccc2[nH]1)c1nc2ccccc2[nH]1
28. Nc1nnc(CSc2ccc(Cl)cc2)s1
29. c1coc(-c2nc(N3CCOCC3)nc3cc(-c4cccs4)nn23)c1
30. CCCCCCCCCCCCCCC1CC(=O)OC1=O (stereo not given)
entry no.	26	27	28	29	30
K-562	75	104	92	82	99
HOP-62	102	103	104	103	95
MDA-MB-435	99	113	106	.	97
CCRF-CEM	91	86	91	88	90
HOP-92	79	.	105	.	82
RPMI-8226	95	99	91	77	97
MOLT-4	93	101	122	88	97
SR	82	89	106	70	86

31. CCCCCCCCCCCCOC(=O)OCCCCCCCCCCCC
32. Clc1ccc(-c2nnc(Nc3ccc(Br)cc3)o2)cc1
33. CCOC(=O)Cc1nnn(C)n1
34. CCN1CCCC(Sc2nc3c([nH]2)c(=S)n(C)c(=O)n3C)C1 (stereo not given)
35. COc1ccc(/C(C#N)=C/c2cccc(OC)c2OC)cc1
entry no.	31	32	33	34	35
K-562	99	105	115	103	33
HOP-62	114	96	119	90	88
MDA-MB-435	109	99	100	95	9.5*
CCRF-CEM	.	90	96	96	81
HOP-92	100	93	.	.	86
RPMI-8226	105	94	94	102	91
MOLT-4	104	88	109	96	83
SR	98	87	101	76	41

36. O=C(CS(=O)(=O)c1ccc(Cl)cc1)Nc1ccccc1C(=O)O
37. CN1CCN(CC(=O)NNc2ncnc3ccccc23)CC1
38. CCCC1=C(C(=O)OCC)C(c2cccc(C#N)c2)C(C(=O)OC)=C(C)N1 (stereo not given)
39. CCOC(=O)c1nn(-c2ccc(C)cc2)cc1C(=O)c1cc2c(ccc3ccccc32)oc1=O
40. O=C(Nc1cccc(Cl)c1)Nc1cccc(Cl)c1
entry no.	36	37	38	39	40
K-562	97	106	94	74	20
HOP-62	96	101	90	.	88
MDA-MB-435	108	102	103	98	89
CCRF-CEM	105	104	92	89	39
HOP-92	116	108	104	70	88
RPMI-8226	115	114	88	85	3.1*
MOLT-4	106	108	86	78	52
SR	99	111	91	81	66

A draw from above in order of molecular weight, ascending:
40. O=C(Nc1cccc(Cl)c1)Nc1cccc(Cl)c1
36. O=C(CS(=O)(=O)c1ccc(Cl)cc1)Nc1ccccc1C(=O)O
39. CCOC(=O)c1nn(-c2ccc(C)cc2)cc1C(=O)c1cc2c(ccc3ccccc32)oc1=O
entry no.	40	36	39
K-562	20	97	74
HOP-62	88	96	.
MDA-MB-435	89	108	98
CCRF-CEM	39	105	89
HOP-92	88	116	70
RPMI-8226	3.1*	115	85
MOLT-4	52	106	78
SR	66	99	81

Going on with the list.
41. Cc1cccc2c(NCCN(C)C)c3cccc(C(=O)NCCN(C)C)c3nc12
42. CCCCOC(=O)C(C)OCCC#N (stereo not given)
43. O=C(O)c1ccc(C(=O)c2ccc(C(=O)c3ccc(C(=O)O)cc3)cc2)cc1
44. CC(=O)OC1CC2C(C)(C)OC3CC(=O)OCC32C2CCC3(C)C(=CCC3c3ccoc3)C12C (stereo not given)
45. Nc1nc2c(N=Nc3ccccc3)c(N)nn2cc1-c1nc2ccccc2s1
entry no.	41	42	43	44	45
K-562	-25*	90	114	96	103
HOP-62	4.9*	109	80	.	102
MDA-MB-435	8.1*	108	104	98	101
CCRF-CEM	3.8*	102	101	101	102
HOP-92	.	103	86	-13*	91
RPMI-8226	-35*	110	101	73	102
MOLT-4	2.0*	101	104	91	103
SR	-15*	98	87	91	.

46. Fc1ccc(Nc2nc(Nc3cnc4ccccc4c3)c3[nH]cnc3n2)cc1Cl
47. COc1ccccc1CNCCCN1C(=O)c2ccc3c4c(ccc(c24)C1=O)C(=O)N(CCCNCCCCNCCCCN)C3=O
48. Cn1cnc2c(ncn2C)c1=N
49. C=CCn1cc(COc2cccnc2NC(=O)c2ccccc2)nn1
50. Fc1ccc(/C=C/c2nc3ccccc3n3c(-c4ccc(Cl)cc4)nnc23)cc1
entry no.	46	47	48	49	50
K-562	82	7.5*	132	106	10
HOP-62	79	22	91	108	107
MDA-MB-435	100	-60*	115	105	78
CCRF-CEM	91	14	93	109	0.5*
HOP-92	48	-6.2*	79	91	68
RPMI-8226	74	17	96	104	53
MOLT-4	91	11	115	105	3.0*
SR	79	2.9*	91	99	-3.0*

51. Cc1cccc2[nH]c(=S)[nH]c12
52. CCOC(=O)c1c(C)nc2ccccc2c1/C=C/c1cccc(C)c1
53. Clc1ccc2c(c1)C[C@H]1C[C@@H](c3ccc(Br)s3)N2O1
54. CC(=O)CCS(=O)c1ccccc1 (stereo not given)
55. C=CC/C(=N\OS(=O)(=O)O)SC1OC(CO)C(O)C(O)C1O (stereo not given)
entry no.	51	52	53	54	55
K-562	106	72	114	99	97
HOP-62	99	90	.	105	86
MDA-MB-435	120	110	96	111	103
CCRF-CEM	100	83	110	101	92
HOP-92	90	94	72	93	85
RPMI-8226	95	62	97	104	97
MOLT-4	85	62	119	98	96
SR	81	.	119	85	98

56. CCc1c(Nc2ccccc2C)nc(N)[nH]c1=O
57. COc1ccc(/C=N/NC(=S)NC23CC4CC(CC(C4)C2)C3)cc1OC
58. FC(F)(F)c1cn(CCN2CCNCC2)c2ncnc(Cl)c12
59. O=C(NC(=S)Nc1cc(-c2ccc(Cl)cc2)[nH]n1)c1cccs1
60. N=C1S/C(=C/c2ccc(-c3ccc4c(c3)C(=O)NC4=O)o2)C(=O)N1c1ccc(Br)cc1
entry no.	56	57	58	59	60
K-562	.	75	.	87	21
HOP-62	100	115	95	98	.
MDA-MB-435	106	98	103	96	39
CCRF-CEM	100	65	71	83	.
HOP-92	94	71	93	.	.
RPMI-8226	104	64	95	91	39
MOLT-4	99	59	76	84	52
SR	86	71	61	66	25

61. Cc1c(O)cccc1Cl
62. O=C=Nc1ccccc1-c1ccccc1
63. Oc1c(I)cc(I)cc1CNCCCN(Cc1ccccn1)Cc1ccccn1
64. COC(=O)[C@H](C)Nc1nc(N)nc(N2CCCCC2)c1C=O
65. CCOc1ccc(C(C)(C)C)cc1-c1ccccc1
entry no.	61	62	63	64	65
K-562	99	97	6.0*	100	109
HOP-62	118	96	-53*	100	101
MDA-MB-435	104	109	-91*	110	95
CCRF-CEM	.	97	3.6*	97	115
HOP-92	111	99	-76*	93	92
RPMI-8226	102	103	.	99	108
MOLT-4	118	90	-11*	92	109
SR	.	88	4.4*	98	97

In another format: results already given
Every second line gives: K-562, HOP-62, MDA-MB-435, CCRF-CEM, HOP-92, RPMI-8226, MOLT-4, SR
#50 Fc1ccc(/C=C/c2nc3ccccc3n3c(-c4ccc(Cl)cc4)nnc23)cc1
→ 10, 107, 78, 0.5*, 68, 53, 3.0*, -3.0*
#51 Cc1cccc2[nH]c(=S)[nH]c12
→ 106, 99, 120, 100, 90, 95, 85, 81
#52 CCOC(=O)c1c(C)nc2ccccc2c1/C=C/c1cccc(C)c1
→ 72, 90, 110, 83, 94, 62, 62, .
#53 Clc1ccc2c(c1)C[C@H]1C[C@@H](c3ccc(Br)s3)N2O1
→ 114, ., 96, 110, 72, 97, 119, 119
#54 CC(=O)CCS(=O)c1ccccc1 (stereo not given)
→ 99, 105, 111, 101, 93, 104, 98, 85
#55 C=CC/C(=N\OS(=O)(=O)O)SC1OC(CO)C(O)C(O)C1O (stereo not given)
→ 97, 86, 103, 92, 85, 97, 96, 98
#56 CCc1c(Nc2ccccc2C)nc(N)[nH]c1=O
→ ., 100, 106, 100, 94, 104, 99, 86
#57 COc1ccc(/C=N/NC(=S)NC23CC4CC(CC(C4)C2)C3)cc1OC
→ 75, 115, 98, 65, 71, 64, 59, 71
#58 FC(F)(F)c1cn(CCN2CCNCC2)c2ncnc(Cl)c12
→ ., 95, 103, 71, 93, 95, 76, 61
#59 O=C(NC(=S)Nc1cc(-c2ccc(Cl)cc2)[nH]n1)c1cccs1
→ 87, 98, 96, 83, ., 91, 84, 66
#60 N=C1S/C(=C/c2ccc(-c3ccc4c(c3)C(=O)NC4=O)o2)C(=O)N1c1ccc(Br)cc1
→ 21, ., 39, ., ., 39, 52, 25
#61 Cc1c(O)cccc1Cl
→ 99, 118, 104, ., 111, 102, 118, .
#62 O=C=Nc1ccccc1-c1ccccc1
→ 97, 96, 109, 97, 99, 103, 90, 88
#63 Oc1c(I)cc(I)cc1CNCCCN(Cc1ccccn1)Cc1ccccn1
→ 6.0*, -53*, -91*, 3.6*, -76*, ., -11*, 4.4*
#64 COC(=O)[C@H](C)Nc1nc(N)nc(N2CCCCC2)c1C=O
→ 100, 100, 110, 97, 93, 99, 92, 98

Later entries.
66. CCCCCCCSc1ncnc2[nH]ncc12
67. COc1ccc2nc3cc(Cl)ccc3c(N3CCN(c4ccnc(N5CCOCC5)n4)CC3)c2c1
68. [O-][N+]12CCCCC1CCCC2CO (stereo not given)
69. CSc1nnc2c3cc(Cl)ccc3n(C)c2n1
70. CCCNS(=O)(=O)c1ccc(Cl)cc1
entry no.	66	67	68	69	70
K-562	89	.	96	100	104
HOP-62	96	72	105	97	87
MDA-MB-435	.	57	102	104	93
CCRF-CEM	76	-18*	100	97	100
HOP-92	-2.1*	56	73	.	104
RPMI-8226	.	11	102	101	100
MOLT-4	75	.	101	95	113
SR	79	.	101	91	99

71. O=c1c[n+](Cc2ccc3c(c2)OCO3)[nH]o1
72. CC(=O)OCC1OC(n2ccc(-n3cncn3)nc2=O)CC1N=[N+]=[N-] (stereo not given)
73. COc1ccccc1-[n+]1cc(-c2ccc(-c3ccccc3)cc2)n2c1CCCCC2
74. Clc1ccc2c(OCCCN3CCOCC3)c3oc4ccccc4c3nc2c1
75. C(=N\N=C\c1ccc2c(c1)OCO2)/c1ccc2c(c1)OCO2
76. Cc1nc2cc[nH]n2c(=O)c1CCc1ccccc1
77. NC(C(=O)O)C(=O)O
78. N#C/C(=C\c1ccc(-c2ccccc2)o1)c1nc(-c2ccco2)cs1
entry no.	71	72	73	74	75	76	77	78
K-562	108	87	11	20	97	70	89	93
HOP-62	101	106	13	64	79	106	105	99
MDA-MB-435	98	101	6.5*	33	102	86	105	99
CCRF-CEM	112	98	17	.	.	.	109	96
HOP-92	95	.	.	45	102	121	98	87
RPMI-8226	110	105	-15*	29	110	85	106	50
MOLT-4	94	82	9.4*	12	108	89	80	99
SR	.	85	8.5*	12	89	.	86	103

Compound activity: PubChem BioAssay, NCI
